CIT2-GFP yeast = modulators of CIT2-GFP expression in yeast, primary screen, S. cerevisiae, GFP fusion, multiplex flow cytometry, MLPCN library; S. cerevisiae CIT2-GFP strain, 3 h; 100 means same as DMSO wells; GFP response vs DMSO, % at 10 µM; 0.065% of 320,000 active; AID 2029, 2009;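 active = GFP response relative to DMSO above a set limit, near the screen mean plus 3 SD, cut at about 150% in these data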;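 note: ratio of well median GFP fluorescence to mean of DMSO wells on the plate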
procasp7 counter = procaspase-7 activators, primary screen, counter-screen for procaspase-3 activator project, biochemical, absorbance, HTS, human | Caspase-7 (Homo sapiens), P55210 | recombinant procaspase-7, Ac-DEVD-pNA absorbance 405 nm; D23A/D198A/D206A triple mutant, cannot self-cleave; scale: DMSO 0, 5 µM enzyme 100 | activation, % at 8.5 µM | 0.093% of 330,000 active;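 active = percent activation above the screen-wide mean plus 3 SD, cut at about 25% in these data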
Target sequence (P55210 whole entry D23A/D198A/D206A): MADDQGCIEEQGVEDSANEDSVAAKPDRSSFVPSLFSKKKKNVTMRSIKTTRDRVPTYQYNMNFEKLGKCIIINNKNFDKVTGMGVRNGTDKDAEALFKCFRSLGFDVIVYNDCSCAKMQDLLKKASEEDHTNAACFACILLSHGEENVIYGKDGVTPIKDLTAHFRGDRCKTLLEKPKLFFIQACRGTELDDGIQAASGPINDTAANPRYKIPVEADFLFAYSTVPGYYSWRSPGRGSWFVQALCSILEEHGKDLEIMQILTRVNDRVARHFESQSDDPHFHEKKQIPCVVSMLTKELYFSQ
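Test system: Procaspase-7 triple mutant (PC-7 D3A). Also added: Ac-DEVD-pNA substrate, 400 µM as added. Schedule: 1 h enzyme–compound preincubation and 2 h substrate reaction, both 25 °C. Signal: p-Nitroaniline absorbance at 405 nm, read at 0 and 120 min. Control set: low DMSO alone, high DMSO plus 5 µM PC-7.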
LAP4 TOR yeast = modulators of LAP4-GFP expression in yeast, primary screen, S. cerevisiae, multiplex flow cytometry, MLPCN library. GFP response vs DMSO, % at 10 µM. 0.34% of 320,000 active. 3 h; median GFP as percent of DMSO wells;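 active = GFP response vs DMSO above a set limit, about the screen mean plus 3 SD, cut at about 150% in these data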
AGP1 TOR yeast = modulators of AGP1-GFP expression in yeast TOR pathway, primary screen, cell-based, multiplex flow cytometry, S. cerevisiae, MLPCN library | 3 h; GFP as percent of DMSO wells | GFP response vs DMSO, % at 10 µM | 0.02% of 320,000 active | AID 2066, 2009;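 active = GFP response relative to DMSO above a set limit, near screen average plus 3 SD, cut at about 150% in these data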;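 note: median GFP channel fluorescence of the gated AGP1 strain per well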
procasp3 activ = activators of human procaspase-3 D3A mutant, primary screen, biochemical, absorbance, PC-3 D3A mutant, single concentration. activation, % at 8.5 µM. recombinant procaspase-3 D3A, Ac-DEVD-pNA absorbance 405 nm. 0.11% of 330,000 active. Caspase-3 (Homo sapiens), P42574;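 active = activation above the mean of all tested compounds plus 3 SD, cut at about 21% in these data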;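 note: 0% = DMSO alone and 100% = DMSO wells spiked with extra 5 µM PC-3 D3A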
Target sequence (P42574 whole entry D9A/D28A/D175A): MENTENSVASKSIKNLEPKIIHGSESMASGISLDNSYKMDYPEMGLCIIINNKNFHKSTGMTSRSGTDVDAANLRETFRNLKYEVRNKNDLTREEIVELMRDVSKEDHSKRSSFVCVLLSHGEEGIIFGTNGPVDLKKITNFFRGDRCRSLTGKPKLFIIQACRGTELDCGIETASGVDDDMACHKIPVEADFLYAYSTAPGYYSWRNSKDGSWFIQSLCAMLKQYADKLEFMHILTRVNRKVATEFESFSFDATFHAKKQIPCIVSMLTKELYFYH
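Assay system – Procaspase-3 D3A mutant · Benchmarks – DMSO low control, extra-enzyme high control · Technique – 405 nm absorbance of p-nitroaniline, reads at 0 and 120 min · Doses – 8.5 µM nominal · Measure – % activation between DMSO and enzyme-spiked controls · Also added – Ac-DEVD-pNA chromogenic peptide substrate · Schedule – 1 h compound preincubation, 2 h substrate hydrolysis at 25 °C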
RPL19A-GFP yeast = RPL19A-GFP expression modulators in yeast, primary screen, cell-based, S. cerevisiae, multiplex flow cytometry, MLPCN; S. cerevisiae RPL19A-GFP strain, 3 h; active compounds read low; percent response vs DMSO, % at 10 µM; 0.3% of 330,000 active; AID 2025, 2009;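 active = percent response vs DMSO below 50%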;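 note: median channel GFP fluorescence of the barcoded RPL19A-GFP strain; ratio of sample median GFP to plate DMSO average so 100% = DMSO; lower means less RPL19A-GFP as with rapamycin TOR inhibition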
AHR act = AHR activators, primary screen, cell-based, luminescence, luciferase reporter, human; Aryl hydrocarbon receptor (Homo sapiens), P35869; 2.5% of 320,000 active; AHR-responsive luciferase reporter cells; AID 2796, 2010; activation, % at 5 µM; in the data active = activation above about 47%;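 note: 0% = vehicle wells and 100% = reference agonist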
MEP2 TOR yeast = modulators of MEP2-GFP levels in yeast, primary screen, S. cerevisiae, multiplex flow cytometry, MLPCN library; S. cerevisiae MEP2-GFP strain, 3 h; 100% = DMSO control level; GFP response vs DMSO, % at 10 µM; 0.51% of 330,000 active; AID 2016, 2009;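 active = GFP response versus DMSO above a set limit, roughly screen mean plus 3 SD, cut at about 180% in these data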;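 note: median GFP fluorescence of the barcode-gated MEP2-GFP cells per well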
Active calls of the source: *. Random draw from the library. Share with any hit: about 3.5%.

What do the screens show for `Cc1ccc2c(c1)C(=O)C(=O)N2CCCOc1ccccc1C`?
CIT2-GFP yeast: 96; procasp7 counter: 3; LAP4 TOR yeast: 98; AGP1 TOR yeast: 97; procasp3 activ: -5; RPL19A-GFP yeast: 104; AHR act: 0; MEP2 TOR yeast: 103

Results for COC(=O)Cc1csc(Nc2c(C)n(C)n(-c3ccccc3)c2=O)n1 ?
CIT2-GFP yeast: 95; procasp7 counter: -6; LAP4 TOR yeast: 94; AGP1 TOR yeast: 99; procasp3 activ: -4; RPL19A-GFP yeast: 95; AHR act: -3; MEP2 TOR yeast: 100

Results for CCSc1nc2ccccc2n1CCOc1ccccc1 ?
CIT2-GFP yeast: 97; procasp7 counter: -14; LAP4 TOR yeast: 101; AGP1 TOR yeast: 96; procasp3 activ: 4; RPL19A-GFP yeast: 98; AHR act: 14; MEP2 TOR yeast: 107

Results for COc1ccc(/C=N/N2CCN(C3c4ccccc4-c4ccccc43)CC2)cc1OC ?
CIT2-GFP yeast: 108; procasp7 counter: 6; LAP4 TOR yeast: 80; AGP1 TOR yeast: 79; procasp3 activ: -8; RPL19A-GFP yeast: 115; AHR act: 1; MEP2 TOR yeast: 84

Results for CCN(CC(=O)NCc1ccc(Cl)cc1)S(=O)(=O)c1ccc(NC(C)=O)cc1 ?
CIT2-GFP yeast: 107; procasp7 counter: 7; LAP4 TOR yeast: 112; AGP1 TOR yeast: 107; procasp3 activ: -2; RPL19A-GFP yeast: 105; AHR act: 1; MEP2 TOR yeast: 112

How did COc1ccc(C(=O)C2CCCN(C(=O)COc3ccc(C(C)=O)cc3)C2)cc1F (stereo not drawn) do in these assays?
CIT2-GFP yeast: 94; procasp7 counter: 4; LAP4 TOR yeast: 94; AGP1 TOR yeast: 94; procasp3 activ: 8; RPL19A-GFP yeast: 90; AHR act: 3; MEP2 TOR yeast: 90

Results for O=C1N/C(=N/O)S/C1=C\c1ccccc1-n1cccn1 ?
CIT2-GFP yeast: 121; procasp7 counter: 5; LAP4 TOR yeast: 93; AGP1 TOR yeast: 108; procasp3 activ: -1; RPL19A-GFP yeast: 102; AHR act: 2; MEP2 TOR yeast: 101

What do the screens show for `O=C(NCc1nnc(SCc2ccccc2)n1-c1ccc(F)cc1)C12CC3CC(CC(C3)C1)C2`?
CIT2-GFP yeast: 92; procasp7 counter: 5; LAP4 TOR yeast: 102; AGP1 TOR yeast: 97; procasp3 activ: -5; RPL19A-GFP yeast: 101; AHR act: 0; MEP2 TOR yeast: 103

How did COc1ccc(C(=O)NCC(=O)OCC(=O)c2ccc3c(c2)NC(=O)CO3)cc1 do in these assays?
CIT2-GFP yeast: 100; procasp7 counter: 4; LAP4 TOR yeast: 111; AGP1 TOR yeast: 109; procasp3 activ: 0; RPL19A-GFP yeast: 101; AHR act: 1; MEP2 TOR yeast: 100

Results for CCN(CC)C(=O)Oc1ccc(OC(=O)N(CC)CC)cc1 ?
CIT2-GFP yeast: 95; procasp7 counter: 5; LAP4 TOR yeast: 107; AGP1 TOR yeast: 104; procasp3 activ: 3; RPL19A-GFP yeast: 100; AHR act: -1; MEP2 TOR yeast: 95

Results for NS(=O)(=O)c1ccc(-n2ncc3c(=O)[nH]c(SCC(=O)Nc4nccs4)nc32)cc1 ?
CIT2-GFP yeast: 91; procasp7 counter: 7; LAP4 TOR yeast: 98; AGP1 TOR yeast: 96; procasp3 activ: 3; RPL19A-GFP yeast: 96; AHR act: 3; MEP2 TOR yeast: 95

What do the screens show for `N#Cc1c(NC(=O)CN2CCOCC2)oc(-c2ccccc2)c1-c1ccccc1`?
CIT2-GFP yeast: 104; procasp7 counter: -2; LAP4 TOR yeast: 93; AGP1 TOR yeast: 102; procasp3 activ: 0; RPL19A-GFP yeast: 103; AHR act: 9; MEP2 TOR yeast: 107

Results for Cc1cc(C)c(S(=O)(=O)NCC(=O)NCc2ccccn2)c(C)c1 ?
CIT2-GFP yeast: 95; procasp7 counter: 13; LAP4 TOR yeast: 93; AGP1 TOR yeast: 98; procasp3 activ: -4; RPL19A-GFP yeast: 97; AHR act: 3; MEP2 TOR yeast: 96

What do the screens show for `COc1ccc(S(=O)(=O)N2CCCC2CNC(=O)C(=O)NCc2cccs2)cc1` (stereo not drawn)?
CIT2-GFP yeast: 88; procasp7 counter: 0; LAP4 TOR yeast: 115; AGP1 TOR yeast: 113; procasp3 activ: -6; RPL19A-GFP yeast: 99; AHR act: -3; MEP2 TOR yeast: 96

Results for COc1ccc(O[C@H]2C=C[C@@H](c3ccccc3)O[C@@H]2CO/N=C/C[C@@H]2C=C[C@H](OC(C)=O)[C@@H](COC(C)=O)O2)cc1 ?
CIT2-GFP yeast: 86; procasp7 counter: -2; LAP4 TOR yeast: 111; AGP1 TOR yeast: 87; procasp3 activ: 0; RPL19A-GFP yeast: 98; AHR act: 1; MEP2 TOR yeast: 90

What do the screens show for `O=C(CCCN1C(=O)c2ccccc2C1=O)NC1CCCCCC1`?
CIT2-GFP yeast: 99; procasp7 counter: 3; LAP4 TOR yeast: 97; AGP1 TOR yeast: 99; procasp3 activ: -2; RPL19A-GFP yeast: 95; AHR act: -3; MEP2 TOR yeast: 102

What do the screens show for `O=[N+]([O-])c1ccc(S(=O)(=O)N(CCCN2CCOCC2)Cc2cccs2)cc1`?
CIT2-GFP yeast: 105; procasp7 counter: 3; LAP4 TOR yeast: 93; AGP1 TOR yeast: 100; procasp3 activ: -6; RPL19A-GFP yeast: 102; AHR act: -2; MEP2 TOR yeast: 108

How did COc1ccc(NC(=O)N2CCCCCC2)cc1 do in these assays?
CIT2-GFP yeast: 101; procasp7 counter: 5; LAP4 TOR yeast: 100; AGP1 TOR yeast: 96; procasp3 activ: 2; RPL19A-GFP yeast: 101; AHR act: 3; MEP2 TOR yeast: 105

What do the screens show for `Cc1ccc(OCCn2c(NC(=O)c3ccco3)nc3ccccc32)cc1`?
CIT2-GFP yeast: 108; procasp7 counter: 0; LAP4 TOR yeast: 99; AGP1 TOR yeast: 105; procasp3 activ: 2; RPL19A-GFP yeast: 104; AHR act: 4; MEP2 TOR yeast: 102

How did CCn1c(CC(=O)Nc2ccccc2C)nnc1SCC(=O)NC1=NCCS1 do in these assays?
CIT2-GFP yeast: 95; procasp7 counter: -8; LAP4 TOR yeast: 100; AGP1 TOR yeast: 95; procasp3 activ: -2; RPL19A-GFP yeast: 95; AHR act: 2; MEP2 TOR yeast: 95

Results for NC(=O)Nc1ccccc1C(=O)Nc1ccc2ccccc2c1 ?
CIT2-GFP yeast: 110; procasp7 counter: -2; LAP4 TOR yeast: 94; AGP1 TOR yeast: 97; procasp3 activ: -3; RPL19A-GFP yeast: 100; AHR act: 14; MEP2 TOR yeast: 107

How did NS(=O)(=O)c1cccc(NC(=O)COC(=O)CC2Sc3ccccc3NC2=O)c1 (stereo not drawn) do in these assays?
CIT2-GFP yeast: 93; procasp7 counter: 4; LAP4 TOR yeast: 107; AGP1 TOR yeast: 100; procasp3 activ: 6; RPL19A-GFP yeast: 96; AHR act: 10; MEP2 TOR yeast: 109

What do the screens show for `O=C(CSCc1ccccc1)N1CCN(S(=O)(=O)c2cccc(F)c2)CC1`?
CIT2-GFP yeast: 108; procasp7 counter: 13; LAP4 TOR yeast: 106; AGP1 TOR yeast: 111; procasp3 activ: -6; RPL19A-GFP yeast: 99; AHR act: -2; MEP2 TOR yeast: 99

Results for O=C(C1CCCN(S(=O)(=O)c2ccc(Br)cc2)C1)N1CCN(Cc2ccccc2)CC1 (stereo not drawn) ?
CIT2-GFP yeast: 98; procasp7 counter: -7; LAP4 TOR yeast: 102; AGP1 TOR yeast: 105; procasp3 activ: -1; RPL19A-GFP yeast: 110; AHR act: -5; MEP2 TOR yeast: 107

How did COc1ccc(Cl)cc1NC(=S)NCCCN1CCCC1=O do in these assays?
CIT2-GFP yeast: 102; procasp7 counter: -1; LAP4 TOR yeast: 98; AGP1 TOR yeast: 92; procasp3 activ: -1; RPL19A-GFP yeast: 95; AHR act: 5; MEP2 TOR yeast: 96

What do the screens show for `CCCn1nc(C(=O)NC2CC2)c2ccccc2c1=O`?
CIT2-GFP yeast: 98; procasp7 counter: -1; LAP4 TOR yeast: 104; AGP1 TOR yeast: 109; procasp3 activ: 5; RPL19A-GFP yeast: 100; AHR act: 0; MEP2 TOR yeast: 102

How did COc1cccc(C(=O)Nc2nnc(SCC(=O)NC3CCCC3)s2)c1 do in these assays?
CIT2-GFP yeast: 103; procasp7 counter: -7; LAP4 TOR yeast: 102; AGP1 TOR yeast: 102; procasp3 activ: -2; RPL19A-GFP yeast: 106; AHR act: 20; MEP2 TOR yeast: 105

What do the screens show for `O=C(/C=C/c1ccc([N+](=O)[O-])cc1)NCCOc1ccc(F)cc1`?
CIT2-GFP yeast: 80; procasp7 counter: 4; LAP4 TOR yeast: 99; AGP1 TOR yeast: 88; procasp3 activ: -2; RPL19A-GFP yeast: 96; AHR act: 2; MEP2 TOR yeast: 92

What do the screens show for `O=C(Nc1ccc2oc(=O)ccc2c1)c1cccnc1`?
CIT2-GFP yeast: 111; procasp7 counter: 11; LAP4 TOR yeast: 98; AGP1 TOR yeast: 110; procasp3 activ: 2; RPL19A-GFP yeast: 105; AHR act: 2; MEP2 TOR yeast: 109

What do the screens show for `COc1ccc(C2CC(c3cccs3)=NN2C(=O)CSc2nc(=O)n3ccccc3n2)cc1` (stereo not drawn)?
CIT2-GFP yeast: 96; procasp7 counter: -15; LAP4 TOR yeast: 92; AGP1 TOR yeast: 95; procasp3 activ: 3; RPL19A-GFP yeast: 92; AHR act: 4; MEP2 TOR yeast: 106

What do the screens show for `COc1ccc(C2NC(=O)NC(C)=C2C(C)=O)cc1` (stereo not drawn)?
CIT2-GFP yeast: 100; procasp7 counter: 3; LAP4 TOR yeast: 99; AGP1 TOR yeast: 99; procasp3 activ: -5; RPL19A-GFP yeast: 95; AHR act: 0; MEP2 TOR yeast: 98
